Source: PubChem BioAssay (Southern Research Specialized Biocontainment Screening Center)
influenza NS1A: H1N1 influenza NS1A inhibitors, functional cell based assay (AID 504329) | NS1A functional cell-based assay, percent inhibition; higher % means a stronger effect | one-dose inhibition, % at 12.5 µM; IC50 in µM for titrated hits | 340,000 compounds, 0.3% hits; in the data active = a potency from the dose series; inconclusive = inhibition above about 27% without an active follow-up result; note: strong numbers were not always called active
Salmonella PhoP GFP: PhoP regulon inhibitors, Salmonella typhi PhoP promoter GFP reporter, confirmatory (AID 1850) | 310,000 compounds, 0.33% hits | inhibition, % at 50 µM; hits with a dose series show IC50 in µM | Salmonella Typhi PhoP-promoter GFP reporter, fluorescence, 4 h; higher % means a stronger effect; in the data active = a potency from the dose series; inconclusive = inhibition mostly from about 25% at the one dose, without a potency; inactive = the rest, 99 in 100 with inhibition below about 19%;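 note: 0% = induced wells with vehicle and 100% = uninduced wells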
inhibitors of VEEV: inhibitors of VEEV TC-83 cytopathic effect, confirmation, Vero cells (AID 588727); Vero cells, VEEV TC-83 cytopathic effect inhibition; higher % means a stronger effect; 350,000 compounds, 0.13% hits; one-dose inhibition, % at 20 µM; IC50 in µM for titrated hits; in the data active = a potency from the dose series; inconclusive = inhibition mostly from about 14% at the one dose, without a potency; inactive = the rest, 99 in 100 with inhibition below about 12%; note: strong numbers were not always called active
M. tuberculosis: growth inhibition of non-replicating M. tuberculosis (AID 488890); inhibition, % at 25 µM; hits with a dose series show IC50 in µM; Mycobacterium tuberculosis non-replicating, growth inhibition; higher % means a stronger effect; 320,000 compounds, 0.39% hits; in the data active = a potency from the dose series; inconclusive = inhibition mostly from about 82% at the one dose, without a potency; inactive = the rest, 99 in 100 with inhibition below about 76%;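 note: plate controls were DMSO cells for no effect and high antibiotic wells for full effect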
H37Rv inhibition: M. tuberculosis growth inhibition, HTS (AID 449762); M. tuberculosis H37Rv growth inhibition, 7H9 media; higher % means a stronger effect; inhibition, % at 25 µM; hits with a dose series show IC50 in µM; 330,000 compounds, 0.59% hits; in the data active = a potency from the dose series; inconclusive = inhibition above about 70% without an active follow-up result;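 note: bacterial growth assessed after seven days of incubation; strong numbers were not always called active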
* marks the source's active call; other numbers are inactive results.

O=c1ccccn1Cc1ccccc1F was read as influenza NS1A -19%, Salmonella PhoP GFP -1%, inhibitors of VEEV 0.8%, M. tuberculosis -10% and H37Rv inhibition -4%.
For Cc1ccccc1-c1cccc([C@@H]2C[C@H]3[C@H](CON3C)CN2Cc2cc(Cl)cc(Cl)c2)c1 the results were influenza NS1A -9% and inhibitors of VEEV 2.4%.
C#CC1CCCCC1NC(=O)Nc1cnccc1C(F)(F)F (centres undefined) was read as influenza NS1A 9%, Salmonella PhoP GFP -3%, inhibitors of VEEV inactive, M. tuberculosis 0% and H37Rv inhibition 0%.
For COc1ccc(CCN(C)C(=O)c2c(C)nn(CC(C)C)c2Cl)cc1OC the results were influenza NS1A -7%, Salmonella PhoP GFP -8%, inhibitors of VEEV 1.2%, M. tuberculosis -1% and H37Rv inhibition -1%.
Screening Cc1ccc(CNC(=O)c2ccc(C)c(S(=O)(=O)N3CCCCC3)c2)cc1 returned influenza NS1A -1%, inhibitors of VEEV 3.0%, M. tuberculosis 17% and H37Rv inhibition -5%.
For COc1ccc(-c2noc(CNC(=O)Nc3ccc(F)cc3)n2)cc1 the results were influenza NS1A 6%, Salmonella PhoP GFP -5%, inhibitors of VEEV 0.8%, M. tuberculosis 56% and H37Rv inhibition -2%.
Cc1cccc(NC(=O)CSc2nnnn2-c2cccnc2)c1 was read as influenza NS1A 8%, Salmonella PhoP GFP -7%, inhibitors of VEEV 0.3%, M. tuberculosis 25% and H37Rv inhibition 5%.
Screening Cc1ccccc1NC(=O)COC(=O)C1=COCCO1 returned influenza NS1A -9%, inhibitors of VEEV 1.7%, M. tuberculosis -26% and H37Rv inhibition 24%.
For COC(=O)Cc1sc(-c2ccccn2)nc1-c1ccccc1 the results were influenza NS1A 9%, Salmonella PhoP GFP -3%, inhibitors of VEEV 4.1%, M. tuberculosis 50% and H37Rv inhibition 12%.
CC(=O)NC(Nc1c(C)n(C)n(-c2ccccc2)c1=O)C(Cl)(Cl)Cl (centres undefined) was read as influenza NS1A -21%, Salmonella PhoP GFP 0%, inhibitors of VEEV 0.8%, M. tuberculosis -14% and H37Rv inhibition -3%.

Of the compounds above, three contain four or more nitrogen atoms:
For COc1ccc(-c2noc(CNC(=O)Nc3ccc(F)cc3)n2)cc1 the results were influenza NS1A 6%, Salmonella PhoP GFP -5%, inhibitors of VEEV 0.8%, M. tuberculosis 56% and H37Rv inhibition -2%.
Cc1cccc(NC(=O)CSc2nnnn2-c2cccnc2)c1 was read as influenza NS1A 8%, Salmonella PhoP GFP -7%, inhibitors of VEEV 0.3%, M. tuberculosis 25% and H37Rv inhibition 5%.
CC(=O)NC(Nc1c(C)n(C)n(-c2ccccc2)c1=O)C(Cl)(Cl)Cl (centres undefined) was read as influenza NS1A -21%, Salmonella PhoP GFP 0%, inhibitors of VEEV 0.8%, M. tuberculosis -14% and H37Rv inhibition -3%.

New compounds follow:
Screening CCn1cnc2c1c(=O)n(CC(=O)NN)c(=O)n2Cc1ccccc1 returned influenza NS1A -25%, Salmonella PhoP GFP -12%, inhibitors of VEEV 0.5%, M. tuberculosis 10% and H37Rv inhibition -4%.
CC(C)(C)c1ccc(-c2cc(C(=O)NNC(=O)Nc3ccccc3)c3ccccc3n2)cc1 was read as influenza NS1A -20%, Salmonella PhoP GFP -2%, inhibitors of VEEV 3.0%, M. tuberculosis -5% and H37Rv inhibition inconclusive.
For CC1(C)CC(=O)c2cc(OCC(=O)NCc3cccnc3)ccc2O1 the results were influenza NS1A -4%, Salmonella PhoP GFP -4%, inhibitors of VEEV 0.2%, M. tuberculosis 14% and H37Rv inhibition -5%.
Screening CCNCc1ccc(OCc2ccccc2F)c(OC)c1 returned influenza NS1A -4%, Salmonella PhoP GFP -10%, inhibitors of VEEV 0.4%, M. tuberculosis 13% and H37Rv inhibition -3%.
Screening CCn1ccc(=O)c2cc3c(cc21)OCO3 returned influenza NS1A -21%, Salmonella PhoP GFP -2%, inhibitors of VEEV 0.2%, M. tuberculosis 1% and H37Rv inhibition 1%.
COC(=O)CNC(=O)c1nn(-c2cccc(OC)c2)c(=O)c2ccccc12 was read as influenza NS1A -6%, Salmonella PhoP GFP -9%, inhibitors of VEEV 1.1%, M. tuberculosis 0% and H37Rv inhibition -3%.
Screening O=C(NCc1ccccc1Cl)C1CCC(=O)N(C2CCCC2)C1 (centres undefined) returned influenza NS1A 5%, Salmonella PhoP GFP -4%, inhibitors of VEEV 0.5%, M. tuberculosis 10% and H37Rv inhibition -1%.
`O=C(Nc1ccccc1)C1=C[C@H](c2ccc3c(c2)OCO3)C[C@H](OCCCCO)O1` gave influenza NS1A 0%, Salmonella PhoP GFP -5%, inhibitors of VEEV 0.5%, M. tuberculosis 50% and H37Rv inhibition 38%.
For COc1ccc2c(CC(=O)Nc3c(C)n(C)n(-c4ccccc4)c3=O)coc2c1 the results were influenza NS1A -8%, Salmonella PhoP GFP 21%, inhibitors of VEEV 1.5%, M. tuberculosis 13% and H37Rv inhibition 2%.
For CC(C)(O)C#Cc1ccc(CN2CCN(Cc3ccsc3)C(CCO)C2)s1 (centres undefined) the results were influenza NS1A -9%, Salmonella PhoP GFP 1%, inhibitors of VEEV 0.3%, M. tuberculosis -4% and H37Rv inhibition 6%.
For O=C(CN(Cc1ccco1)C(=O)CNS(=O)(=O)c1ccc(Cl)cc1)NCc1ccc(F)cc1 the results were influenza NS1A -3%, Salmonella PhoP GFP 24%, inhibitors of VEEV 7.5%, M. tuberculosis 1% and H37Rv inhibition -4%.
`O=C(O)CCCC(=O)Nc1cccc2cccnc12` gave influenza NS1A 0%, Salmonella PhoP GFP 4%, inhibitors of VEEV 5.0%, M. tuberculosis -1% and H37Rv inhibition -16%.
`CCOC(=O)N1CCN(S(=O)(=O)c2cc([N+](=O)[O-])c(C)cc2C)CC1` gave influenza NS1A 1%, Salmonella PhoP GFP 9%, inhibitors of VEEV 3.5%, M. tuberculosis -12% and H37Rv inhibition -2%.
CC1(C)C2CCC(C2)C1(C)N=C1OC(CCl)CS1 (centres undefined) was read as influenza NS1A 7%, Salmonella PhoP GFP -3%, inhibitors of VEEV 1.1%, M. tuberculosis 23% and H37Rv inhibition 1%.
Screening C=CCNC(=S)NN=C1CCC(c2ccccc2)CC1 (centres undefined) returned influenza NS1A 3%, Salmonella PhoP GFP 7%, inhibitors of VEEV 2.4%, M. tuberculosis 34% and H37Rv inhibition 14%.
CCc1ccccc1N1CC(C(=O)Nc2cc(S(=O)(=O)N3CCCC3)ccc2Cl)CC1=O (centres undefined) was read as influenza NS1A -6%, inhibitors of VEEV 5.2%, M. tuberculosis 24% and H37Rv inhibition -2%.
NC(=O)C1CCCN(C(=O)c2cccc(S(=O)(=O)N3CCCCCC3)c2)C1 (centres undefined) was read as influenza NS1A -9%, inhibitors of VEEV 2.5%, M. tuberculosis 5% and H37Rv inhibition 10%.
O=C(O)C(S)C(S)C(=O)O (centres undefined) was read as influenza NS1A 6%, Salmonella PhoP GFP -26%, inhibitors of VEEV 0.2%, M. tuberculosis 26% and H37Rv inhibition 0%.
For COC(=O)c1ccccc1NC(=S)NC(=O)CC(C)C the results were influenza NS1A -4%, Salmonella PhoP GFP 5%, inhibitors of VEEV 5.0%, M. tuberculosis 5% and H37Rv inhibition -7%.
`CCOc1ccc(NC(=O)c2c[nH]n3c(=O)cc(C4CCN(C(=O)OC(C)(C)C)CC4)nc23)cc1` gave influenza NS1A -1%, Salmonella PhoP GFP 2%, inhibitors of VEEV 3.6%, M. tuberculosis 42% and H37Rv inhibition 0%.

Compounds above that have two or more sulfur atoms:
For CC(C)(O)C#Cc1ccc(CN2CCN(Cc3ccsc3)C(CCO)C2)s1 (centres undefined) the results were influenza NS1A -9%, Salmonella PhoP GFP 1%, inhibitors of VEEV 0.3%, M. tuberculosis -4% and H37Rv inhibition 6%.
O=C(O)C(S)C(S)C(=O)O (centres undefined) was read as influenza NS1A 6%, Salmonella PhoP GFP -26%, inhibitors of VEEV 0.2%, M. tuberculosis 26% and H37Rv inhibition 0%.

(more compounds)
Screening CCOC=C1C(=O)N(C(C)=O)c2cc(OC)c(OC)cc21 returned influenza NS1A 4% and inhibitors of VEEV 2.2%.
For O=C(NNC(=O)C1CCN(C(=O)Nc2ccccc2)CC1)c1ccc(F)cc1 the results were influenza NS1A 0%, inhibitors of VEEV 1.8%, M. tuberculosis -5% and H37Rv inhibition 2%.
For COCCCNC(=O)c1sc2ncnc(N3CCc4ccccc4C3)c2c1C the results were influenza NS1A 3%, Salmonella PhoP GFP -11%, inhibitors of VEEV 2.6%, M. tuberculosis 38% and H37Rv inhibition 23%.
`CCCCc1ccc(NC(=O)COCC)cc1` gave influenza NS1A 0%, Salmonella PhoP GFP -17%, inhibitors of VEEV inactive and H37Rv inhibition 29%.
COc1ccc2oc(C(=O)OCC(=O)NC3CCCC3)c(C)c2c1 was read as influenza NS1A 14%, Salmonella PhoP GFP 1%, inhibitors of VEEV inactive, M. tuberculosis 33% and H37Rv inhibition 6%.
Screening COCCN(CCOC)C(=O)N1CCOCC1 returned influenza NS1A -3%, Salmonella PhoP GFP -21%, inhibitors of VEEV 3.0%, M. tuberculosis -25% and H37Rv inhibition -8%.
Screening COc1cccc(C2c3c(oc4ccc(F)cc4c3=O)C(=O)N2CCCN2CCOCC2)c1 (centres undefined) returned influenza NS1A 0%, Salmonella PhoP GFP 18%, inhibitors of VEEV 0.2%, M. tuberculosis 0% and H37Rv inhibition -11%.
`c1ccc(C[n+]2csc3ccccc32)cc1` gave influenza NS1A 23%, Salmonella PhoP GFP -3%, inhibitors of VEEV inactive, M. tuberculosis 63% and H37Rv inhibition 3%.
CCCCN(C)S(=O)(=O)c1c(C)[nH]c(=O)[nH]c1=O was read as influenza NS1A -7%, Salmonella PhoP GFP 12%, inhibitors of VEEV 0.1%, M. tuberculosis 3% and H37Rv inhibition -3%.
CCOC(=O)c1sc(N(C)C)nc1-c1ccccc1 was read as influenza NS1A 4%, Salmonella PhoP GFP -1%, inhibitors of VEEV 0.1%, M. tuberculosis -11% and H37Rv inhibition 0%.
Screening COc1cc(/C=N/NC(=O)c2nnn(-c3nonc3N)c2C(C)C)ccc1OCc1ccc(F)cc1 returned influenza NS1A 2%, Salmonella PhoP GFP 0%, inhibitors of VEEV 8.1%, M. tuberculosis 10% and H37Rv inhibition 32%.
`FC(F)(F)c1cc(C(F)(F)F)c2ccc(N3CCN(c4ncccn4)CC3)nc2n1` gave influenza NS1A 3%, Salmonella PhoP GFP -10%, inhibitors of VEEV 5.7%, M. tuberculosis -4% and H37Rv inhibition -1%.
`C[C@@H]1O[C@@H](OC[C@H]2O[C@@H](Oc3cc(O)c4c(=O)cc(-c5ccc(O)c(O)c5)oc4c3)[C@H](O)[C@@H](O)[C@@H]2O)[C@H](O)[C@H](O)[C@H]1O` gave influenza NS1A -11%, inhibitors of VEEV 0.2%, M. tuberculosis 3% and H37Rv inhibition 1%.
`O=C(Nc1cccc(Br)c1)/C(=C\c1cccnc1)NC(=O)c1ccco1` gave influenza NS1A 8%, Salmonella PhoP GFP -4%, inhibitors of VEEV 6.7%, M. tuberculosis 6% and H37Rv inhibition inconclusive.
CN(CC1CCCO1)S(=O)(=O)c1ccc(C(=O)Nc2nc(-c3ccccn3)cs2)cc1 (centres undefined) was read as influenza NS1A inconclusive, Salmonella PhoP GFP 0%, inhibitors of VEEV 0.9%, M. tuberculosis 76% and H37Rv inhibition inconclusive.
`Cc1cc(C)nc(NC(=O)CCCC(=O)O)c1` gave influenza NS1A -3%, Salmonella PhoP GFP -18%, inhibitors of VEEV 0.5%, M. tuberculosis -11% and H37Rv inhibition -2%.
`O=C(NCCCn1ccnc1)c1cc(-c2cccc(O)c2)on1` gave influenza NS1A -16%, Salmonella PhoP GFP -4%, inhibitors of VEEV inactive, M. tuberculosis 5% and H37Rv inhibition -6%.
Screening Cc1cc(C)c(C)c(S(=O)(=O)NC(C)C(=O)O)c1C (centres undefined) returned influenza NS1A -5%, Salmonella PhoP GFP -6%, inhibitors of VEEV 2.7%, M. tuberculosis -4% and H37Rv inhibition -3%.
`CCc1ccc(C(=O)C(C)OC(=O)C2COc3ccccc3O2)cc1` (centres undefined) gave influenza NS1A -19%, Salmonella PhoP GFP -1%, inhibitors of VEEV 2.8%, M. tuberculosis 33% and H37Rv inhibition 14%.
